# Source: PubChem (National Center for Advancing Translational Sciences (NCATS))
# HP1b binding inh: HP1-beta chromodomain-methylated histone interaction inhibition. P83916. AlphaScreen HP1-beta / biotin-H3K9me3 peptide binding. Potency, µM (titrated, usually from 114 µM), for inactives: top-dose activity change, negative = inhibition, actives largely listed as inhibitors. hit rate 0.56% among 390,000; also: potency is read from the fitted curve at half-maximal effect; nearly all actives have a fitted effect of over 70% in size; inactives centre near 23
#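 AlphaScreen: HP1-beta (50 nM) preformed 30 min with biotin-H3(1-18)K9me3 peptide (50 nM) in PBS pH 7.4, 0.01% Tween-20. Compound added for 30 min at RT, then streptavidin donor/nickel chelate acceptor beads (10 ug/mL) for 30 min.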
# TrxR1 inh: inhibitors of rat thioredoxin reductase 1; O89049; Potency, µM (doses to about 114 µM), for the others: top-dose activity change, negative = inhibition, usual class: inhibitors; recombinant rTrxR1, NADPH fluorescence consumption, selenite substrate; hit rate 1% among 390,000; also: potency is read from the fitted curve at half-maximal effect; % is scaled to controls: 0 for no effect and ±100 for the full control effect; nearly all actives have a fitted effect of over 65% in size
#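 Rat TrxR1 (90 nM in the dispensed reagent) was pre-reduced with 400 uM NADPH for 5 min at room temperature, then incubated with compound for 15 min. After 400 uM selenite was added, NADPH fluorescence (Ex 340/Em 450 nm) was followed for 8 min.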
# GLS inhibitor: blocks human kidney-isoform glutaminase activity. hit rate 0.21% among 410,000. O94925. Potency, µM (titrated, usually from 45.5 µM), without a hit: at the highest dose activity change, negative = inhibition, most hits filed as inhibitors. GLS enzymatic activity, qHTS titration; also: potency is read from the fitted curve at half-maximal effect; % is scaled to controls: 0 for no effect and ±100 for the full control effect
#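 Enzyme dispensed in phosphate buffer (45 mM, pH 8.2, 0.02% Tween-20), compounds pinned in, then 1 mM L-glutamine solution and the glutamate oxidase–HRP–Amplex Red mix added; fluorescence read immediately and again after 30 min at room temperature.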
# Pin1 inh: blocks the human prolyl isomerase Pin1; Q13526; Pin1 FP peptide displacement, HiFluor488, 10 min; Potency, µM (doses to about 115 µM), for the others: at the top dose activity, negative = inhibition, most hits filed as inhibitors; hit rate 0.009% among 390,000; AID 504891; active = well fitted inhibition curve with a large enough effect in the polarisation, with a control signal flat, not every such curve was filed as active; inconclusive = small, poorly fitted or top-dose-only effect, or effect the other way, or a change in a side signal; inactive = no such curve, though single readings can be large or run the other way; the % refers to the polarisation; also: potency is read from the fitted curve at half-maximal effect; % is scaled to controls: 0 for no effect and ±100 for the full control effect
# Target sequence (Q13526 whole entry, looked up): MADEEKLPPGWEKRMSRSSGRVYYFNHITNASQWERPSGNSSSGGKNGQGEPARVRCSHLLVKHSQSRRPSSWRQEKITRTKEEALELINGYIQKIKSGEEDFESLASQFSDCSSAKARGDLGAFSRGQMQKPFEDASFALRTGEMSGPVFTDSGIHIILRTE
# IDH1 R132H inh: inhibitors of human mutant IDH1 R132H. hit rate 0.093% among 390,000. O75874. IDH1-R132H enzyme, NADPH consumption, diaphorase/resazurin fluorescence. Potency, µM (series often up to 76.6 µM), for the others: at the top dose activity change, negative = inhibition, most hits filed as inhibitors; also: potency is read from the fitted curve at half-maximal effect; % is scaled to controls: 0 for no effect and ±100 for the full control effect; nearly all actives have a fitted effect of over 65% in size
#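 IDH1-R132H (0.5 ug/mL) preincubated 30 min with compound, then NADPH (0.016 mM) and alpha-KG (2 mM) added; 80 min at RT, pH 7.5. Remaining NADPH coupled via diaphorase/resazurin to fluorescence (540/590 nm); concentration-response curves normalized to no-enzyme control.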
# USP1 inh: inhibitors of human USP1/UAF1 deubiquitinase; O94782; recombinant USP1/UAF1, Ub-Rhodamine cleavage fluorescence; Potency, µM (series often up to 57.1 µM), inactives show at the highest dose activity change, negative = inhibition, actives largely listed as inhibitors; hit rate 0.23% among 390,000; AID 743255; also: potency is read from the fitted curve at half-maximal effect; % is scaled to controls: 0 for no effect and ±100 for the full control effect; nearly all actives have a fitted effect of over 60% in size; inactives centre near -12
# Target sequence (O94782 whole entry, looked up): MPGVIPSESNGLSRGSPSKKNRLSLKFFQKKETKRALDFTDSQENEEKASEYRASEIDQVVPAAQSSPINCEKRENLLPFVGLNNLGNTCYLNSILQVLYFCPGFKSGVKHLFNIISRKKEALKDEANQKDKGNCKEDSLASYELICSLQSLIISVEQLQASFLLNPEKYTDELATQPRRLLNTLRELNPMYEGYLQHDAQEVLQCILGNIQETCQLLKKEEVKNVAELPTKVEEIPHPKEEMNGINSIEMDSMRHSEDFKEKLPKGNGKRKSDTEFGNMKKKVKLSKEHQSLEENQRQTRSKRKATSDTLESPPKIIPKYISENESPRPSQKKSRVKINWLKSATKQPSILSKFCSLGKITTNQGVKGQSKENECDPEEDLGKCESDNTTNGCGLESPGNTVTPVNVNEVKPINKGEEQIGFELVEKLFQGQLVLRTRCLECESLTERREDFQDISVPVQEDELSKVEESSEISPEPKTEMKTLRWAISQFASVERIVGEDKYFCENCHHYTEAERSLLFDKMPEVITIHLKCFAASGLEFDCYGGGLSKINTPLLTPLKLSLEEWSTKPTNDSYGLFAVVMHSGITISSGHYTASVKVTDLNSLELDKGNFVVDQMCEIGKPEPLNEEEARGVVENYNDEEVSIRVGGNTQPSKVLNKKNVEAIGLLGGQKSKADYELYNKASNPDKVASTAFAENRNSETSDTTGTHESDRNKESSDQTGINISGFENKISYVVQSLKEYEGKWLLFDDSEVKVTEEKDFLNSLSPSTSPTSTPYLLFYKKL
#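 USP1/UAF1 complex at 1 nM was preincubated with compound for 15 min at room temperature, then Ub-Rho substrate (150nM final) was added. Fluorescence (480/540 nm) was read kinetically, 6 reads every 60 seconds.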
# PI4K2A block: inhibitors of human PI4K2A; hit rate 0.13% among 420,000; AID 1346378; Q9BTU6; activity change, negative = inhibition, % at 76.9 µM; purified PI4K2A, ADP-Glo luminescence, 1 h; active compounds read low; in the data active = activity change below about -50%; inconclusive = mostly about -30% to -49%;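 also: -100% = wells without enzyme as full effect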
#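 Compounds are screened against recombinant PI4K2A using PI as substrate and ATP, the latter dispensed at 300 microM. Reactions run one hour at ambient temperature before ADP-Glo detection; full inhibition defined by wells lacking enzyme.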
# TrxR1 substrate: is turned over as a substrate by rat TrxR1; Potency, µM (doses to about 114 µM), for inactives: top-dose activity change, negative = substrate turnover; purified TrxR1 substrate turnover, NADPH consumption readout; hit rate 0.01% among 390,000; O89049; also: potency is read from the fitted curve at half-maximal effect; % is scaled to controls: 0 for no effect and ±100 for the full control effect; nearly all actives have a fitted effect of over 50% in size
#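 Rat TrxR1, dispensed at 90 nM, was prereduced with 400 uM NADPH (final) for 5 min at ~22 deg C, then incubated with compound 15 min before 400 uM selenite. A first-read NADPH fluorescence drop versus no-compound background flagged substrates.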
# Tb PGK inh: inhibitors of T. brucei phosphoglycerate kinase; P07378; PGK/GAPDH coupled, Kinase-Glo luminescence, 60 min; Potency, µM (highest dose often 57.5 µM), without a hit: at the top dose activity change, negative = inhibition, most hits filed as inhibitors; hit rate 0.043% among 380,000; AID 602233; also: potency is read from the fitted curve at half-maximal effect; % is scaled to controls: 0 for no effect and ±100 for the full control effect; nearly all actives have a fitted effect of over 60% in size
#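 Luminescent ATP detection (Kinase-Glo Plus) follows a 60-minute room-temperature incubation, with wells lacking PGK as controls. Buffer: 100 mM TEA (pH 7.6), 5 mM MgCl2, 0.01% Tween-20. Coupling enzyme GAPDH (100 nM final) supplies unstable 1,3-BPG in-well.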
# Active calls of the source: *; i = inactive; ? = inconclusive; nt = no result given; [ ] = dose if it differs, or a comment. Unless noted, calls follow the shape of the dose curve; as a rule, active = well fitted curve in the direction sought with a large enough effect; inconclusive = small, poorly fitted or top-dose-only effect, or another doubt; inactive = no such curve, though single readings can be large; an effect the other way counts as inactive or inconclusive. A portion of the library; the hit share may differ from the screen's.
structure	USP1 inh	TrxR1 inh	HP1b binding inh	PI4K2A block	Pin1 inh	Tb PGK inh	GLS inhibitor	TrxR1 substrate	IDH1 R132H inh
Cc1nc2ccccc2c(=O)n1NC(=O)C1CC1	-26%	23%[57.1 µM]	42%[activator]	-2	0%	i	-1%	-16%[57.1 µM]	0%
N#C/C(=C(/O)CSc1nnc(Cc2cccs2)n1C1CCCCC1)c1nc2ccccc2[nH]1	-7%	24%[0.457 µM]	28%	-6	27%	-7%	7%	5%	-4%
O=c1c(-c2ccccc2)c(-c2ccccc2)oc2cc(O)cc(O)c12	-18%	-2%[57.1 µM]	-18%	-2	6%	-3%	-4%	1%[57.1 µM]	-20%
CCNC(=O)CSc1nc2cc([N+](=O)[O-])ccc2n1-c1cccc(C(F)(F)F)c1	-17%	-16%	36%	3	3%	i	-6%	-7%	6%
CCCCc1nnc(NC(=O)C2CC(=O)N(Cc3ccccc3)C2)s1 (centres undefined)	-14%	-1%	9%	-5	3%	i	0%	-6%	1%
CCN(CC(=O)Nc1c(F)cccc1F)C(=O)c1cc2ccccc2oc1=O	-21%	3%[57.1 µM]	20%	-6	-4%	-2%	-8%	-2%[57.1 µM]	-9%
CN(C)CC(=O)N1CCc2ccccc2C1	-23%	7%	-33%	-9	-9%	-1%	-13%	2%	5%
CCOC(=O)c1nn(-c2ccc(F)cc2)c(=O)cc1OCC(=O)N1CCN(c2ccccc2)CC1	-20%	18%	1%	-1	-9%	-8%	13%	6%	7%
CC(OC(=O)c1ccc(Cl)c(S(N)(=O)=O)c1)C(=O)NCC1CCCCC1 (centres undefined)	-23%	17%	38%	2	1%	2%	-4%	2%	-9%
Nc1c(S(=O)(=O)c2ccccc2)c2nc3ccccc3nc2n1Cc1ccco1	?	?	23%	-1	?	-8%	4%	209%[activator]	-11%
CC(C)C(=O)Nc1cccc(S(=O)(=O)NC2=NCCC2)c1	-21%	nt	nt	1	nt	i	0%	nt	-1%
CCOc1ccccc1-n1nnnc1SCc1nc2ccccc2s1	-24%	-10%	56%[activator]	-2	42%[activator]	-1%	3%	-6%	5%
O=C1c2ccccc2C(=Cc2cccnc2)c2ccccc21	?	nt	nt	-6	nt	i	-13%	nt	6%
O=C(O)CCc1ccc(-c2ccc(F)cc2)n1Cc1ccco1	-5%	-21%	1%	3	-4%	-2%	-1%	18%	-5%
COc1cc(/C=C/c2[nH]c(=O)[nH]c(=O)c2[N+](=O)[O-])cc([N+](=O)[O-])c1O	-23%	?	-8%	-20	?	nt	?	?	3%
CC(C)(C)NC(=O)CN1C(=O)NC(c2ccccc2)(c2ccccc2)C1=O	0%	1%	17%	-5	0%	-8%	-3%	0%	3%
CCCCN(C(=O)c1cc2ccccc2o1)c1c(N)n(CCC)c(=O)[nH]c1=O	-15%	9%[57.1 µM]	20%	-4	-2%	-8%	-2%	2%[57.1 µM]	-1%
CCOC(=O)C(NC(=O)c1ccccc1Cl)(Nc1ccc(C)c(C)c1)C(F)(F)F (centres undefined)	-23%	-5%	34%	0	0%	0%	6%	-2%	0%
Cc1ccc(C(=O)NC(NCC2CCCO2)C(Cl)(Cl)Cl)cc1 (centres undefined)	-1%	-6%	19%	-5	-4%	-5%	17%	-5%	2%
COc1cc(/C=C2/SC(=S)N(c3ccccc3)C2=O)ccc1Oc1nc(N2CCOCC2)nc(N2CCOCC2)n1	6%	-4%	-16%	-4	4%	-1%	1%	-6%	-2%
Cc1ccc2cc(C)c(N3CCN(c4ccc(F)cc4)CC3)nc2c1	-24%	11%	22%	-2	2%	-8%	2%	5%	2%
COc1ccc(CN2C(=O)CCC2(C)C(=O)NCc2cccnc2)c(OC)c1 (centres undefined)	5%	-6%	18%	2	1%	-4%	-2%	-4%	5%
COC(=O)c1ccc(N/C(=N/S(=O)(=O)c2ccccc2)c2ccccc2)cc1	-23%	2%	27%	-5	-5%	-2%	-5%	-9%	-4%
Cc1onc(-c2c(F)cccc2Cl)c1C(=O)OCC(=O)NC1CC1	-11%	41%[activator]	36%	7	0%	-11%	-9%	8%	11%
O=C(O)C1CC(=O)N(Cc2ccc(F)cc2)C1 (centres undefined)	-19%	12%[57.1 µM]	15%	-6	-5%	i	8%	10%[57.1 µM]	-1%

# Brought forward from above: 3 compounds, then new ones.
structure	USP1 inh	TrxR1 inh	HP1b binding inh	PI4K2A block	Pin1 inh	Tb PGK inh	GLS inhibitor	TrxR1 substrate	IDH1 R132H inh
COC(=O)c1ccc(N/C(=N/S(=O)(=O)c2ccccc2)c2ccccc2)cc1	-23%	2%	27%	-5	-5%	-2%	-5%	-9%	-4%
Cc1onc(-c2c(F)cccc2Cl)c1C(=O)OCC(=O)NC1CC1	-11%	41%[activator]	36%	7	0%	-11%	-9%	8%	11%
O=C(O)C1CC(=O)N(Cc2ccc(F)cc2)C1 (centres undefined)	-19%	12%[57.1 µM]	15%	-6	-5%	i	8%	10%[57.1 µM]	-1%
O=C(Nc1ccc(Cl)cc1)C1CCCN(c2ncnc3c2nc2n3CCCCC2)C1 (centres undefined)	-10%	16%	31%	-1	-24%	0%	-5%	-2%	15%
COc1ccc(CNC(=O)C/C(C)=N/NC(=O)c2cnccn2)cc1	-21%	-19%	11%	2	0%	-6%	0%	9%	8%
COc1ccc(Cl)cc1NC(=O)C/C(C)=N/NC(=O)C(=O)NCc1ccccc1	1%	-14%[57.1 µM]	64%[activator]	-2	3%	-2%	-19%	6%[57.1 µM]	-1%
COc1ccc(NC(=O)CN(C)C(=O)C(C)Sc2ccccc2)cc1 (centres undefined)	-9%	-14%	31%	-1	-12%	7%	17%	-13%	9%
COc1ccc(C(=O)NC(=S)NNC(=O)c2c(-c3ccccc3)noc2C)cc1OC	-15%	-26%	6%	10	-4%	-10%	18%	-9%	-7%
CN(C)S(=O)(=O)c1cccc(NC(=O)c2cc(=O)[nH]c(=O)[nH]2)c1	-14%	3%	35%	-3	0%	-11%	4%	2%	14%
O=C(NCc1ccc(F)cc1F)c1cc(COc2c(F)cccc2F)on1	-12%	-1%[57.1 µM]	95%[activator]	4	3%	i	-10%	-11%	3%
N=c1sccn1CC(=O)Nc1cccc(S(N)(=O)=O)c1	-2%	9%	25%	3	6%	1%	2%	-2%	3%
O=C1OCC/C1=C\OCCCO/C=C1\CCOC1=O	-11%	8%[57.1 µM]	43%[activator]	5	-3%	i	-10%	10%	12%
Cc1ccc2c(c1)cc(CN(Cc1cccs1)C(=O)c1ccco1)c1nnnn12	-19%	-5%	?	-3	19%	?	-14%	-1%	7%
COC(=O)c1ccc(C)c(NS(=O)(=O)c2ccc3c(c2)OCCO3)c1	1%	10%	17%	-1	?	nt	0%	8%	1%
O=C(Cn1cncn1)N/N=C/c1cccc2ccccc12	-15%	-15%	26%	-2	0%	-4%	0%	-11%	3%
Cc1ccc(NC(=O)CCNS(=O)(=O)c2ccc3c(c2)oc(=O)n3C)cc1C	-9%	3%	53%[activator]	0	0%	i	1%	-2%	4%
Cc1cccc2nc(CSc3ccccc3C(=O)O)cn12	0%	6%	39%[activator]	-7	-9%	4%	2%	6%	-1%
CC(NC(=O)c1ccc2c(c1)CCN2S(=O)(=O)c1ccc(Cl)cc1)c1ccccc1 (centres undefined)	-15%	19%	35%	-1	-2%	-5%	-2%	-7%	0%
CCN(CC)CCCNc1nc(C)cc(COC)c1C#N	-25%	-14%[57.1 µM]	30%	0	6%	0%	-1%	96%[activator][57.1 µM]	0%
C/C(Cl)=C\Cn1c(O)c(N=NC(N)=S)c2cc(Br)ccc21	-23%	-7%	?	14	-1%	-5%	3%	-9%	-7%
O=C(CCNC(=O)C1CCN(S(=O)(=O)c2ccccc2)CC1)NCc1cccc(C(F)(F)F)c1	-14%	-4%	41%[activator]	-1	-4%	i	0%	-3%	-2%
Cc1cc(C)n(Cc2ccc(C(=O)Nc3cccc(Br)c3)o2)n1	-6%	-6%	9%	0	?	4%	9%	-2%	1%
Cc1ccc(NC2=NC(c3ccccc3)n3c(nc(C)cc3=O)N2)c(C)c1 (centres undefined)	-11%	13%	29%	4	4%	-8%	11%	7%	6%
CC(=O)Nc1ccc(C2=NNC(=Nc3ccc(S(=O)(=O)N4CCOCC4)cc3)SC2)cc1	16µM*	-2%	?	-10	0%	4%	-17%	-8%	13µM*
COc1ccc(NC(=O)CSc2nncn3c2cc2oc(C)cc23)cc1OC	-19%	?	28%	0	?	i	0%	-5%	10%
CC(C)CN(CC(C)C)c1nc(-c2ccc(Cl)cc2)nc2ccccc12	-23%	26%	84%[activator]	1	6%	0%	7%	15%	2%
COc1cc(NC(=O)Cn2cnc3c2c(=O)n(C)c(=O)n3C)c(OC)cc1Cl	9%	10%	15%	-5	-4%	1%	1%	-2%	0%
